Screens: PubChem BioAssay, several laboratories
CSN deneddyl inh: inhibitors of CSN-mediated cullin deneddylation, primary screen, biochemical, fluorescence polarization, uHTS | COP9 signalosome complex subunit 5 (Homo sapiens), Q92905 | Purified CSN, SCF-Nedd8-OG deneddylation | inhibition, % at 12.5 µM | 0.38% of 360,000 active;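 active = pattern-corrected inhibition above about 35%, with an unprinted fluorescence ratio check between 0.5 and 1.5, limit read from the data, passing the limit was not always enough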;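 note: 0% = enzyme with substrate and 100% = substrate without enzyme; some results filed as inactive read as strong as hits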
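Assay system: purified human Csn5 enzyme expressed in HEK293T cells; measure: % inhibition; also added: SCFSkp2-Nedd8OG substrate at 10 nM final; technique: fluorescence polarization; times: reaction 90 min, room temperature; medium: Tris buffer pH 7.5, NaCl, DTT, Tween-20, trehalose, ovalbumin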
LMPTP inh: LMPTP phosphatase inhibitors, primary screen, biochemical, fluorescence intensity, uHTS; recombinant LMPTP-A, OMFP fluorogenic substrate; Low molecular weight phosphotyrosine protein phosphatase (Homo sapiens), P24666; inhibition, % at 20 µM; 0.22% of 360,000 active;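 active = compounds that cut the enzyme signal by at least half of the control window in the single-dose screen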;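 note: plate controls were DMSO wells with enzyme plus substrate for no effect and substrate without enzyme for full effect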
Target sequence (P24666 whole entry, looked up): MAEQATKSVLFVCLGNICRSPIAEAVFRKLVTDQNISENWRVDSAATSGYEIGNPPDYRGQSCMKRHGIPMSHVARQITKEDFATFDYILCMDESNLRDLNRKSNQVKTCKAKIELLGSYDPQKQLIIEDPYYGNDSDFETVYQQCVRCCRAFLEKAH
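test system = LMPTP-A | amount = 0.625 nM LMPTP-A final | reagent = fluorogenic phosphatase substrate OMFP at 400 µM final | incubation = 50 min at room temperature | benchmarks = no-enzyme low control, uninhibited high control | medium = Bis-Tris pH 6.0, DTT, detergent | signal = fluorescence intensity of OMFP turnover product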
STEP block: STEP phosphatase inhibitors, primary screen, biochemical, fluorescence intensity, uHTS; recombinant STEP, OMFP fluorogenic substrate; inhibition, % at 20 µM; 0.25% of 360,000 active;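 active = inhibition at 20 µM, scaled per plate between control wells, above about 37%, limit read from the data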;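 note: 0% = DMSO with enzyme and substrate and 100% = substrate only without enzyme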
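Assay system: isolated STEP enzyme. Buffer or medium: pH 6.0 Bis-Tris with DTT and Tween 20. Also added: fluorogenic phosphatase substrate OMFP at 25 µM final. Dosing: 20 µM, 1% DMSO. Timing: 20 min reaction, room temperature, in the dark. Measured by: fluorescence intensity, excitation 480 nm, emission 540 nm. Evaluation: normalized % inhibition.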
NadD inh: inhibitors of S. aureus NadD, primary screen, biochemical, colorimetric, uHTS. inhibition, % at 20 µM. Nicotinate-nucleotide adenylyltransferase NadD (Staphylococcus aureus N315). purified NadD enzyme, colorimetric absorbance read-out. 0.78% of 360,000 active; in the data active = inhibition above about 26%; note: some compounds past the cut are filed as inactive
Rpn11 inh: Rpn11 (PSMD14) deubiquitinase inhibitors, primary screen, biochemical, fluorescence polarization, uHTS. 26S proteasome non-ATPase regulatory subunit 14 (Homo sapiens), O00487. human 26S proteasome, Ub4-pepOG fluorescence polarization; 20S core pre-blocked with epoxomicin. calls only at 20 µM. 0.59% of 360,000 active. AID 588493, 2011;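 active = inhibition at 20 µM, scaled to each plate's controls, above about 33%, limit read from the data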
Target sequence (O00487 whole entry, looked up): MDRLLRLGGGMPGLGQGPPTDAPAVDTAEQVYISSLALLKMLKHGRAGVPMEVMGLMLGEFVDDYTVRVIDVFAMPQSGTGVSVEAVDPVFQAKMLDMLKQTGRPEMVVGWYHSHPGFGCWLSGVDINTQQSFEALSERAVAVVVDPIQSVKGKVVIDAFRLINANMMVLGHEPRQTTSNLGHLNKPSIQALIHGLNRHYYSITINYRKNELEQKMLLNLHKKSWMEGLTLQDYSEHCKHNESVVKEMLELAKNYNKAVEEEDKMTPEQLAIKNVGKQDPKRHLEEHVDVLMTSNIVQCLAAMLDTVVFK
Neddylation inh: inhibitors of cullin neddylation, primary screen, biochemical, TR-FRET, uHTS, NAE and Ubc12; calls only at 25 µM; NEDD8-conjugating enzyme Ubc12 (Homo sapiens) + NEDD8-activating enzyme E1 regulatory …; 0.58% of 360,000 active; in the data active = inhibition above about 36%
Scp-1 inhibitor: Scp-1 phosphatase inhibitors, primary screen, biochemical, colorimetric, uHTS; Carboxy-terminal domain RNA polymerase II polypeptide A small phosphatase 1 (Homo …; Recombinant Scp1, phosphopeptide, malachite green phosphate absorbance; inhibition, % at 20 µM; 0.88% of 340,000 active;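 active = inhibition above about 50% at 20 µM, limit read from the data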;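 note: plate controls were DMSO wells with enzyme for no effect and wells lacking enzyme for full effect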
Target sequence (Q9GZU7 76-261 limits assumed): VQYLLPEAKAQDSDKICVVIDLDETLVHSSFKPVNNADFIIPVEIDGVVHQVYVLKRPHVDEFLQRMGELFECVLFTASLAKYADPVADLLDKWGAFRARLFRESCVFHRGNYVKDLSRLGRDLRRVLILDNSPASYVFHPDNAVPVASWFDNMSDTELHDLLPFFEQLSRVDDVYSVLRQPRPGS
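Test system – truncated SCP-1 phosphatase (76-261aa) · Reagent – Phosphorylated 17-residue peptide substrate · Incubation – 45 min room-temperature reaction, 5 min colour, 30 min stabiliser · Detection – colorimetric phosphate reagent with accelerator and stabiliser, absorbance at 630 nm · Measure – % inhibition at 20 µM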
SUMO1 PPI mod: modulators of SUMO1 protein-protein interactions, primary screen, biochemical, uHTS; SUMO1 binding to a labelled peptide, TR-FRET, 1 h; inhibition, % at 20 µM; 0.33% of 360,000 active; AID 602429, 2012; in the data active = inhibition above about 37%
Target sequence (P63165 whole entry, looked up): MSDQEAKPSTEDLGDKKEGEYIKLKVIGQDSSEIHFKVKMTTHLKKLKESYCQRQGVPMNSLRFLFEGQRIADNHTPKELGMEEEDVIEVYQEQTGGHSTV
Rin1-Abl PPI inh: inhibitors of Rin1-Abl protein binding, primary screen, biochemical, TR-FRET. inhibition, % at 7.35 µM. 0.4% of 360,000 active; in the data active = inhibition above about 5%, passing the limit was not always enough
DNMT1 block: human DNMT1 methyltransferase inhibitors, primary screen, biochemical, molecular beacon, fluorescence, HinP1I cleavage, uHTS. 0.83% of 360,000 active. DNA (cytosine-5)-methyltransferase 1 (Homo sapiens), P26358. inhibition (reported as % activation of signal), % at 10 µM; in the data active = inhibition above about 50%
Starred values were filed as active, the others as inactive; i = inactive; x = no result given.

SMILES	CSN deneddyl inh	LMPTP inh	STEP block	NadD inh	Rpn11 inh	Neddylation inh	Scp-1 inhibitor	SUMO1 PPI mod	Rin1-Abl PPI inh	DNMT1 block
COc1ccc(N2CCN(C(=O)C3CCN(S(=O)(=O)c4ccc(F)cc4)CC3)CC2)cc1	-5	-1.2	5	2	i	i	-2	-6	1	-3
CCCCN(CC)C(=O)c1cc2cc3ccc(Cl)cc3nc2o1	1	1.8	2	-9	i	i	-8	-32	0	3
O=C1NC(=O)C2(CCCC2C(=O)O)N1 (stereo not given)	0	-0.5	-2	0	i	i	-5	3	2	4
COc1ccc(CCC(C)NCCc2ccc(Cl)cc2Cl)cc1 (stereo not given)	2	-3.8	2	-6	i	i	-8	-7	1	-2
CCc1nc2ccc(C(=O)N(CC)CCN(C)C)cn2c1N(C)C(=O)c1cccc(OC)c1	-4	-4.8	-1	5	i	i	x	-2	-3	0
CCOC(=O)CSc1nc2c(sc(=S)n2-c2ccccc2OC)c(=O)n1-c1ccccc1OC	7	-0.3	-2	3	i	i	-22	3	5	0
C[C@@H]1CCCCO[C@H](CN(C)C(=O)c2ccccc2)[C@@H](C)CN([C@H](C)CO)C(=O)c2cc(NC(=O)c3ccncc3)ccc2O1	0	-2.0	1	-1	i	i	x	-3	1	3
CC(C)NC(=O)COC(=O)c1ccccc1CSC1=NCCS1	4	-0.7	-1	-4	i	i	-1	6	3	0
O=C(Cn1cnc2cc([N+](=O)[O-])ccc2c1=O)Nc1ccc(N2CCOCC2)cc1	3	0.5	0	-1	i	i	1	-24	-5	-3
CN1OC[C@@H]2CN(S(=O)(=O)c3cc(Cl)cc(Cl)c3)[C@H](c3ccc(-c4ccc(C#N)cc4)cc3)C[C@@H]21	-2	3.0	1	16	i	i	x	1	1	-3
N=c1c(C(=O)NCCc2ccccc2)cc2c(=O)n3ccccc3nc2n1Cc1ccco1	13	22	4	8	i	x	10	-6	-4	8
CCOC(=O)c1nn(-c2ccc(Cl)cc2)c2nnc(Cc3ccccc3)c(=O)n12	4	0.9	3	-7	i	i	-8	-6	-1	5
O=C(NCC1OCCc2ccccc21)c1cc(COc2c(F)cccc2F)on1 (stereo not given)	6	1.6	-2	-5	i	i	-9	4	3	-4
Cc1nc(NC(=O)COC(=O)[C@@H](NC(=O)c2ccco2)C(C)C)c(Cl)cc1Cl	-1	-0.4	3	-4	i	i	-3	-4	0	0
COc1ccccc1-c1nc(COc2ccc(Cl)cc2Cl)no1	0	1.4	3	-8	i	i	-17	4	-1	-7
CC(OC(=O)c1cc2sccc2n1C)C(=O)NCc1cccs1 (stereo not given)	-2	0.4	-2	-2	i	i	-3	-3	-2	6
COc1ccc(NC(=O)CN2CCC(C(N)=O)(N3CCCCC3)CC2)c(OC)c1	-6	-2.2	-3	-5	i	i	-3	-4	-5	-1
O=C(CCN1CCCCC1)N/N=C/c1ccc(Br)cc1	-1	0.1	4	5	i	i	-1	-3	0	2
CCCCCCCCCCCCS[C@H]1CS(=O)(=O)C[C@@H]1O	-2	1.6	-1	10	i	i	-3	3	0	3
Cc1ccc(-n2cc(-c3ccccc3)c3c(N4CCOCC4)ncnc32)cc1	-6	0.9	3	2	i	i	9	2	-7	-2
COc1ccccc1C(=O)C1CCCN(C(=O)c2ccccc2C(C)=O)C1 (stereo not given)	-4	-1.1	-3	9	i	i	-5	6	6	0
Cc1cc(C(=O)C(C)Cl)c(C)n1Cc1ccco1 (stereo not given)	24	1.9	0	13	i	i	0	2	0	65*
Cc1cccc(/C=C/C(=O)c2cc(Br)ccc(=O)c2O)c1	25	32	10	30	i	i	-3	13	-1	93*
CC(=O)c1ccc(N2CCN(C(=O)c3cc(-c4ccncc4)nc4ccc(Cl)cc34)CC2)cc1	6	2.5	4	4	i	i	2	-2	3	-5
CCOc1ccc(NC(=O)Nc2cccc(C)n2)cc1	-4	-0.4	-2	-8	i	i	-3	2	6	2
COc1ccc(Cn2nnnc2C(C(C)C)N2CCc3ccccc32)cc1 (stereo not given)	-1	1.7	4	-9	i	i	-5	0	0	2
Cc1ccc(NC(=O)CCc2c(C)nn(-c3ccc(N4CCOCC4)nn3)c2C)cc1C	-1	0.2	0	0	i	i	-6	-3	3	-2
NC(=O)C1=NOC(CNc2ncc(C(F)(F)F)cc2Cl)C1 (stereo not given)	-3	-1.4	-2	-20	i	i	1	-4	4	2
Cc1ccc(C)c(N2N=C(C(=O)OCc3nnc(-c4ccccc4Br)o3)CCC2=O)c1	2	-0.4	-2	5	i	i	x	-1	-2	0
Nc1cccc(-n2nncc2-c2ccccc2)c1	3	0.2	1	9	i	i	-8	-3	1	-3
O=S(=O)(c1ccccc1)c1nc(-c2ccc(F)cc2)oc1N1CCOCC1	7	-0.8	-2	-10	i	i	-2	4	0	0
COc1ccc(NC(=O)CN2CCN(c3c(C)cccc3C)CC2)cc1	1	1.0	-1	-2	i	i	-3	0	0	3
CC(=O)Nc1cc2c3c(cccc3c1)-c1ccccc1-2	-1	0.1	-3	-5	i	x	-3	-10	-2	-8
O=C(c1cccs1)N(C(=O)c1cccs1)c1ccc(Br)cn1	4	-0.1	1	-2	i	i	-8	-1	-2	5
Cc1ccc(NC(=O)c2cc3ccccc3o2)cc1Cl	5	3.7	-1	-3	i	i	-12	0	4	-1
Cc1c(C(=O)NNC(=O)c2ccccc2O)oc2ccccc12	4	0.0	0	4	i	i	x	1	-4	-1
Cc1cccc(NC(=S)NNC(=O)c2csc(C(C)C)c2)c1	-10	0.5	11	8	i	i	-8	-1	2	-3
CC1(C)Cc2ccccc2-c2nnc(-c3cccnc3)n21	1	-2.4	0	-2	i	i	3	-3	-1	-1
O=C1Nc2ccccc2-c2nnnn2C1N1CCCCC1 (stereo not given)	-2	-1.1	x	x	x	i	x	-2	x	x
O=C(CCN1C(=O)S/C(=C\c2ccccc2)C1=O)N1CCCCC1	2	-0.8	0	1	i	i	-6	-32	1	2

Results in DNMT1 block and LMPTP inh (2 entries from above):
compound	DNMT1 block	LMPTP inh
O=S(=O)(c1ccccc1)c1nc(-c2ccc(F)cc2)oc1N1CCOCC1	0	-0.8
COc1ccc(NC(=O)CN2CCN(c3c(C)cccc3C)CC2)cc1	3	1.0

(list continues)
SMILES	CSN deneddyl inh	LMPTP inh	STEP block	NadD inh	Rpn11 inh	Neddylation inh	Scp-1 inhibitor	SUMO1 PPI mod	Rin1-Abl PPI inh	DNMT1 block
CCn1cc([N+](=O)[O-])c(=O)c2cc(F)c(N3CCOCC3)cc21	-2	0.1	-1	4	i	i	-10	-2	0	0
COc1ccccc1S(=O)Cc1ccc(C(=O)O)o1 (stereo not given)	-2	-0.6	2	-5	i	i	5	1	-1	2
COc1cc(NC(=O)C/C(C)=N/NC(=O)Cc2ccc(Cl)cc2)c(OC)cc1Cl	-10	-0.4	0	2	i	i	-5	-2	-2	-1
O=C(Nc1ccc2c(c1)OCCO2)C1CC(O)CN1C(=O)Nc1ccccc1 (stereo not given)	4	-0.5	2	-3	i	i	2	4	2	1
Cc1cc(C(F)F)n2ncc(C(=O)N3CCC(C(N)=O)CC3)c2n1	2	-2.1	0	-1	i	i	-8	0	-1	0
COC(=O)[C@@H](N)Cc1ccc(O)c(O)c1	-5	-1.6	0	-6	i	i	-6	-4	-3	3
CCOc1ccc(Oc2c(/C=N/NC(N)=O)c(C)nn2-c2ccccc2)cc1	4	2.1	0	-4	i	i	-9	0	-4	-5
Cn1cc(CNCCN2CCCCC2=O)c(-c2cccc(Cl)c2)n1	-15	-1.2	0	0	i	i	-5	2	0	1
COc1ccc(-n2c(-c3ccc(Br)cc3)nc(=S)c3c2CCCC3)cc1	8	0.1	3	13	i	i	14	-4	-1	0
CCc1cc(C(=O)NNC(=S)Nc2cc(C)ccc2C)cs1	-2	-0.3	-3	9	i	i	-8	0	-5	2

Compound profiles, as listed above:
CCOc1ccc(Oc2c(/C=N/NC(N)=O)c(C)nn2-c2ccccc2)cc1 in the list: CSN deneddyl inh = 4; LMPTP inh = 2.1; STEP block = 0; NadD inh = -4; Rpn11 inh = i; Neddylation inh = i; Scp-1 inhibitor = -9; SUMO1 PPI mod = 0; Rin1-Abl PPI inh = -4; DNMT1 block = -5
COc1cc(NC(=O)C/C(C)=N/NC(=O)Cc2ccc(Cl)cc2)c(OC)cc1Cl in the list: CSN deneddyl inh = -10; LMPTP inh = -0.4; STEP block = 0; NadD inh = 2; Rpn11 inh = i; Neddylation inh = i; Scp-1 inhibitor = -5; SUMO1 PPI mod = -2; Rin1-Abl PPI inh = -2; DNMT1 block = -1

Next part
SMILES	CSN deneddyl inh	LMPTP inh	STEP block	NadD inh	Rpn11 inh	Neddylation inh	Scp-1 inhibitor	SUMO1 PPI mod	Rin1-Abl PPI inh	DNMT1 block
Cc1nc2ccccn2c1-c1csc(Nc2ccc(C(=O)O)cc2)n1	3	15	1	-2	i	i	-5	14	0	-3
C/C(=N\O)C(=O)NCCN(C)C	2	-2.9	-4	-3	i	i	-4	-4	4	1
CCN(CC)CCNC(=O)C(Cl)=C1C(Cl)=C(Cl)C(Cl)=C1Cl	1	-4.5	-3	-2	i	i	0	-3	0	8
COc1ccc(N(CN2C(=O)C3C4C=CC(C4)C3C2=O)C(=O)c2ccco2)cc1 (stereo not given)	2	-1.3	-2	3	i	i	-8	-3	-2	3
CC1Cc2ccccc2N1Cc1cc(=O)c(OCC(=O)NCCc2ccccc2)co1 (stereo not given)	5	-0.1	2	2	i	i	0	-1	2	-2
COc1cc(C(=O)OCC(=O)NC(=O)c2cccn2C)ccc1OC(F)F	2	-0.7	8	-4	i	i	-9	7	0	-22
CCOc1ccc(S(=O)(=O)NCC(=O)OCc2nnc(-c3ccccc3)o2)cc1	1	-1.7	3	-5	i	i	-8	3	-2	1
O=C(C1CCCCC1)N1CCN=C1SCc1cccnc1	1	-1.0	2	-2	i	i	-3	3	-1	1
O=C(Cc1ccccc1)NCC(=O)OCC(=O)c1cccs1	2	-1.2	-2	2	i	i	-5	-4	-2	0
O=C(/C=C/c1ccccc1)NC(=S)Nc1ccccc1	4	-1.2	2	-2	i	i	3	-1	2	2
CC(C)CN(Cc1cc(=O)oc2cc3c(cc12)CCCC3)CC(C)C	3	1.8	3	4	i	i	-8	2	-1	2
CCOc1ccc(CCNC(=O)c2cc(=O)[nH]c3ccc(S(=O)(=O)N(CC)CC)cc23)cc1OCC	-1	0.4	-5	0	i	i	4	1	0	3

Hits appear at their usual frequency. About 3.8% of those tested had a hit in this group.
